High-throughput results: PubChem, The Scripps Research Institute Molecular Screening Center
FBW7 activator – human FBW7 E3 ligase activation, primary screen. AlphaScreen FBW7–phospho-cyclin E peptide binding, activator screen. AID 1259310. hit rate 0.13% among 650,000. normalized activity (activation), % at 26.1 µM; in the data active = normalized activity above about 1.9%;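 also: purified mutant Fbw7 with reduced substrate affinity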
MITF inh – inhibitors of human MITF; O75030; AlphaScreen MITF homodimerization, bead proximity signal; inhibition, % at 2.6 µM; hit rate 0.91% among 650,000; in the data active = inhibition above about 50%;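 also: 0% = vehicle wells with protein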
Target sequence (O75030 whole entry, looked up): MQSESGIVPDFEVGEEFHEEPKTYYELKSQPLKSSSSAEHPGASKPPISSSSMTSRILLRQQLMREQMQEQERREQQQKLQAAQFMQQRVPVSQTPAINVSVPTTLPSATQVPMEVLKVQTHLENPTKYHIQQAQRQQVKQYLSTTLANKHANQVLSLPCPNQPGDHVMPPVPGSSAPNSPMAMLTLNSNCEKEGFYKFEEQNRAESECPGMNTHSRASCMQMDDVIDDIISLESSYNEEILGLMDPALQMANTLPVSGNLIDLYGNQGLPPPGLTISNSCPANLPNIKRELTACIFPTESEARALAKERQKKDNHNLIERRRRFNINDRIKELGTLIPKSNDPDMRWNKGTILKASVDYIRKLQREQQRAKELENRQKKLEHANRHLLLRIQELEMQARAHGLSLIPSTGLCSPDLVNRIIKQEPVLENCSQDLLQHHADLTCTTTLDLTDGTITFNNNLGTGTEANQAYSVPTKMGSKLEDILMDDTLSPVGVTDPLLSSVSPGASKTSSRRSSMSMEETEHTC
TEAD-YAP block – TEAD-YAP interaction inhibition; AID 1259422; HEK-TIYL cells, TEAD-Gal4/YAP UAS-luciferase luminescence; hit rate 1.4% among 640,000; inhibition, % at 9.12 µM; in the data active = inhibition above about 32%;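 also: 0% = median of test compound wells and 100% = reference inhibitor wells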
GPR151 ag – human GPR151 activation; Q8TDV0; PathHunter beta-arrestin GPR151 cells, luminescence; activation, % at 11.2 µM; hit rate 1% among 650,000; AID 1508602; in the data active = activation above about 4.9%;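 also: 0% = median of compound wells and 100% = cells with positive control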
Target sequence (Q8TDV0 whole entry, looked up): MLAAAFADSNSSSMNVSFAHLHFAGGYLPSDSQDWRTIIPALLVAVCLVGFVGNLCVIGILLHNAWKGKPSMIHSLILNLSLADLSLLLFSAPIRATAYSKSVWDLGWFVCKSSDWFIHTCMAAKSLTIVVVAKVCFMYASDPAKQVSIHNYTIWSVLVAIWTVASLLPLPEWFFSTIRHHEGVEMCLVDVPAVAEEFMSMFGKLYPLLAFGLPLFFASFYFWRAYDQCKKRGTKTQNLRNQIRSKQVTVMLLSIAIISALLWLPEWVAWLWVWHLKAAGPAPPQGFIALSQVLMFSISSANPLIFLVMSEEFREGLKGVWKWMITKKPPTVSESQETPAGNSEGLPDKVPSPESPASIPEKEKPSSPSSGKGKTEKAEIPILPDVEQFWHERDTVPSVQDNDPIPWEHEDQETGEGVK
The depositor's hits bear a star.

SMILES | FBW7 activator | MITF inh | TEAD-YAP block | GPR151 ag
NC(=O)NC(Cc1ccccc1)C(=O)Nc1cccc(C(F)(F)F)c1 (stereo not drawn) | 0.1 | 13.3 | -0.1 | 1.1
N#CC1=C(N)Oc2n[nH]c(-c3cccc([N+](=O)[O-])c3)c2C1c1ccccc1F (stereo not drawn) | 0.1 | 11.2 | 13.3 | 1.1
CCc1nc2ccccc2n1CC(C)C(=O)O (stereo not drawn) | 0.1 | -4.7 | -4.9 | 1.9
O=C(Nc1ccc2[nH]ncc2c1)C1CCN(C(=O)c2cc3cc(Br)ccc3[nH]2)CC1 | -0.4 | -1.8 | 1.5 | 2.8
C=CCOC(=O)C1=C(C)NC(SCC(=O)Nc2ccccc2C)=C(C#N)C1c1cccs1 (stereo not drawn) | -0.1 | -4.3 | 5.5 | -0.6
CN(C)c1nc(Cl)nc(NC(C)(C)C)n1 | 0.0 | 20.3 | -5.3 | 0.0
Cc1ccccc1OCC(O)CN1CC(C)OC(C)C1 (stereo not drawn) | 1.0 | 17.6 | -0.6 | -0.9
CC1(C)CC(NC(=S)Nc2cccc(C(F)(F)F)c2)CC(C)(C)N1 | 0.0 | -0.8 | 5.4 | 0.5
Cc1ccccc1NC(=O)c1cc(Cl)c(Cl)cc1C(=O)O | -0.1 | -5.7 | -8.3 | -1.5
O=S(=O)(Cc1ccccc1)N1CCC(Oc2nc3ccccc3s2)CC1 | 0.1 | -1.5 | 16.4 | 4.5
Cc1ccc(C2(c3ccc(C)cc3)NC(=O)NC2=O)cc1 | 0.1 | 7.6 | -3.0 | 2.0
O=C(COC(=O)CNC(=O)c1ccccc1F)Nc1ccc2c(c1)OCCO2 | 0.5 | 10.5 | -4.7 | -3.1
Cc1ccc(-c2n[nH]c(=O)c3ccccc23)cc1S(=O)(=O)N1CCN(C)CC1 | 0.0 | 6.1 | 7.0 | -0.7
Cc1nccn1CCC(=O)N1CCCC(C(=O)c2cccc3ccccc23)C1 (stereo not drawn) | -0.2 | -0.9 | -0.9 | 0.6
O=C(c1ccc(F)cc1)N1CCN(c2ccc3cccc(-c4ccncc4)c3n2)CC1 | 0.2 | -9.8 | 2.9 | -1.3
CCC(C)(C(=O)NC1CCCC1)N(CC1CCCO1)C(=O)c1ccc(=O)[nH]c1 (stereo not drawn) | -0.2 | 3.8 | 1.4 | -0.6
O=C(C1CCN(Cc2nc3ccccc3[nH]2)CC1)N1CCN(c2ccccn2)CC1 | -0.3 | 51.4* | 3.0 | -1.1
CC(Nc1nc(Nc2cccc(C(F)(F)F)c2)nc(N2CCOCC2)n1)c1ccccc1 (stereo not drawn) | -0.1 | -6.6 | -4.6 | 1.5
Cc1ccc(N(CC(=O)NC(C)(C)C)S(=O)(=O)c2ccccc2)c(C)c1 | 0.2 | 6.2 | 14.6 | -1.0
COC(=O)c1cccc(-n2c(C)cc(C=O)c2C)c1 | -0.1 | -5.4 | 17.8 | 3.7
CCSc1nc2ccccc2n1CCO | 0.0 | 1.5 | 7.7 | 0.2
COc1cc(OC)c(NC(=O)c2ccccc2O)cc1Cl | 0.0 | -7.5 | -2.0 | 0.9
COc1ccc(CCNC(=O)c2ncoc2-c2cccs2)cc1 | 0.4 | 5.9 | -5.2 | 1.8
COC(=O)c1ccccc1O[C@@H]1O[C@H](COC(C)=O)[C@@H](OC(C)=O)[C@H](OC(C)=O)[C@H]1NC(C)=O | 0.0 | 15.8 | -4.3 | -1.5
O=C(CCN1CCOCC1)Nn1c(=S)[nH]c2ccccc2c1=O | 0.2 | -16.6 | -8.3 | -1.3
O=C(COc1ccccc1)N/N=C\c1cccc([N+](=O)[O-])c1O | -2.0 | 31.3 | 4.5 | 0.5
O=C1C2C3CCC(C3)C2C(=O)N1c1nccs1 (stereo not drawn) | 0.0 | -3.9 | 2.3 | 2.5
COCCN1C(=O)c2[nH]nc(-c3ccccc3O)c2C1c1ccc(OC)cc1 (stereo not drawn) | -0.2 | 1.9 | 0.2 | -0.3
CCn1c(CSc2nc3ccccc3s2)nc2ccccc21 | -0.4 | 0.5 | -15.6 | -1.0
O=c1oc2ccc([N+](=O)[O-])cc2nc1/C=C(\O)c1ccccc1 | 0.1 | 23.6 | -29.0 | 0.5
CCC(C)n1c(SCC(=O)Nc2cc(C)on2)nc2ccsc2c1=O (stereo not drawn) | 0.1 | 17.6 | 16.4 | -1.2
Cc1cnc(N2CCc3ccccc3C2)nc1NCCOc1ccccc1 | -0.1 | -5.8 | 3.4 | -0.8
COc1ccc(C(C)=O)c2ccccc12 | -0.1 | -5.5 | -3.4 | -0.6
Cn1c(COc2ccc(Cl)cc2)nnc1SCCN1CCCC1 | 0.0 | 5.5 | -0.6 | 0.0
COC(=O)c1ccc(-n2nnnc2SCc2c(C)ccc3ccccc23)cc1 | 0.0 | 4.3 | -5.0 | 2.7
O=C(Cn1nnc2ccccc2c1=O)N1CCN(C(=O)c2ccco2)CC1 | -0.1 | 4.2 | 6.9 | 2.0
O=C(O)CCCC(=O)NCc1cccc(CNC(=O)CCCC(=O)O)c1 | -0.1 | 5.3 | 3.9 | 0.4
Cc1cc(C)c(S(=O)(=O)N2CCC(C(=O)Nc3ccc4c(c3)OCCO4)CC2)c(C)c1 | 0.0 | -2.7 | 7.1 | 1.2
CC1=NN(C(=O)c2ccc(Cl)cc2)C(O)(C2CCCCC2)C1 (stereo not drawn) | 0.0 | -4.4 | 2.3 | 0.6
O=C(Nc1cccc2ccccc12)c1cncc(Br)c1 | 0.0 | -18.7 | -7.0 | 2.0
O=C(N/N=C/c1ccc(Br)s1)c1cccc(Br)c1 | -0.1 | -14.4 | -12.8 | 0.1
COc1ccc(C)cc1NC(=S)Nc1ccc(C)cc1 | -0.1 | -2.8 | 6.3 | -0.5
COc1cc(C(=O)OCC(=O)NC2CCCCC2C)c([N+](=O)[O-])cc1OC (stereo not drawn) | 0.1 | 3.1 | 4.0 | 2.2
Cc1cccc(Oc2ccc(N3C(=O)C4C5c6ccccc6C(c6ccccc65)C4C3=O)cc2)c1 (stereo not drawn) | -0.1 | 2.3 | 5.7 | -0.5
COc1cc(CNc2ncc(-c3cccc(C(C)=O)c3)n3ccnc23)cc(OC)c1OC | 0.1 | 17.3 | -5.7 | 0.8
CCc1ccc2ncc(C#N)c(N3CCC(C(=O)Nc4ccc(F)cc4)CC3)c2c1 | -0.1 | 4.0 | 4.4 | 0.7
COc1cc2cc(C#N)c(SCC(N)=O)nc2cc1OC | 0.4 | 27.6 | 0.3 | -0.6
CCOC(=O)C1CCN(c2nc(Cc3ccccc3)nc3sc4c(c23)CCCC4)CC1 | 0.1 | -1.6 | -1.6 | -2.6
CCOc1ccc(NS(=O)(=O)N2CCOCC2)cc1 | 0.2 | 3.2 | -7.0 | -0.1
O=C(c1c[nH]c2ccc(S(=O)(=O)N3CCc4ccccc4C3)cc2c1=O)N1CCCCCC1 | 0.0 | 11.2 | 9.2 | -0.3

New compounds follow.
SMILES | FBW7 activator | MITF inh | TEAD-YAP block | GPR151 ag
N#CC1=C(N)OC2=C(CCCC2)C1c1ccc(F)cc1 (stereo not drawn) | 0.1 | 17.5 | -3.7 | 0.1
COc1ccc(C)cc1NC(=O)C(NS(=O)(=O)c1ccc2nc(C)sc2c1)C(C)C (stereo not drawn) | 0.3 | 4.1 | -0.6 | 3.7
C=CCn1c(SCC(=O)Nc2ccc(C(=O)OC(C)C)cc2)nnc1-c1cccnc1 | -0.1 | 10.8 | 8.3 | 0.3
Cc1cc(NC(=O)COC(=O)c2ccc([N+](=O)[O-])o2)ccc1Br | 0.9 | 10.6 | 6.9 | -0.1
Nc1cc(C2CCCC2)nn1-c1ccccc1 | -0.1 | 4.9 | -31.3 | -2.8
CC1C2=C(CC(C)(C)CC2=O)OC1[N+](=O)[O-] (stereo not drawn) | 0.2 | -2.1 | 4.5 | -0.1
Cn1c(NC(=O)CSCc2ccccc2)cc(=O)n(C)c1=O | 0.3 | 10.4 | -26.6 | -0.7
CC(C)(C)C(=O)Cn1c(Cc2ccccc2)nc2sc3c(c2c1=O)CCCC3 | 0.0 | 4.0 | 6.1 | -0.2
CCOc1ccc(C(=O)N2CCN=C2SC)cc1OCC | 1.1 | 8.3 | -8.8 | -0.7
CC(C)(C)P(=NC(=O)c1cc(Cl)cc(Cl)c1)(N1CCOCC1)N1CCOCC1 | -0.1 | 1.2 | 0.7 | 2.3
COC(=O)c1nnn(-c2nonc2N)c1CN1CCc2ccccc21 | 0.0 | -10.5 | 6.6 | -0.3
Brc1ccc2[nH]cc(CC[n+]3c(-c4ccccc4)cc(-c4ccccc4)cc3-c3ccccc3)c2c1 | -0.1 | 7.7 | 25.8 | 1.3
COCCN1C(=O)CC(CC(=O)N(CCOC)C(C)C)(c2ccccc2OC)C1=O (stereo not drawn) | 0.1 | 8.5 | -3.5 | -1.3
CN(C)c1ccc(/C=C2\N=C(c3ccc(Br)cc3)OC2=O)cc1 | 0.0 | 0.8 | -1.0 | 0.2
COc1ccc(NC(=S)N(CCCN2CCCCC2)Cc2ccco2)cc1 | 0.0 | -16.6 | -0.7 | -0.5
COc1ccc(C2=N/C(=C\c3cc(OC)c(OC)c(OC)c3)C(=O)O2)cc1[N+](=O)[O-] | -0.1 | -1.4 | -2.6 | 0.6
CCOC(=O)c1nc(Nc2cc(Oc3ccc(Cl)c(C)c3)cc([N+](=O)[O-])c2)c2ccccc2n1 | 0.1 | 25.2 | 8.2 | 0.6
CC1=C(C(N)=O)C(c2ccncc2)n2nc(SCc3ccccc3)nc2N1 (stereo not drawn) | 0.1 | 2.6 | 3.7 | 0.4
CCCCCCNC(=O)c1ccc(N2CCC(Cc3ccccc3)CC2)c([N+](=O)[O-])c1 | -0.3 | -6.0 | 9.8 | 1.0
O=C(O)c1cccc(NC(=O)c2ccc([N+](=O)[O-])cc2)c1 | 0.3 | -6.8 | -3.0 | -9.1
COC(=O)c1ccc(NC(=S)NC(=O)c2cccnc2)cc1 | 0.2 | 7.9 | -5.6 | -1.4
CC(C)[C@H](NS(=O)(=O)c1ccc2c(c1)OCCO2)C(=O)Nc1cccc(F)c1 | 0.1 | -10.4 | 5.9 | 0.0
CCCNC(=O)Nc1cnn(-c2cccc(C(=O)Nc3ccc(N4CCOCC4)cc3)c2)c1 | -0.1 | -2.8 | -9.5 | -0.6
Cc1sc(NC(=O)c2cc3ccccc3oc2=O)nc1-c1ccc(Br)cc1 | 0.0 | -1.9 | -5.7 | 7.4*
COC(=O)c1c(OCCN2CCCCC2)cc(=O)n2c1CCN(C(=O)C1CCCO1)CC2 (stereo not drawn) | 0.0 | -14.4 | -2.0 | -1.1
CC(=O)c1sc(NC(=O)c2cccc(Br)c2)nc1C | 0.0 | 25.1 | -29.5 | -2.0
COc1ccc(C2C(C#N)=C(N)N(c3cccc([N+](=O)[O-])c3)C3=C2C(=O)CCC3)cc1OC (stereo not drawn) | 0.0 | 8.9 | -4.0 | 1.8
O=C(CSc1nnc2ccc(-c3ccco3)nn12)N1CCCCC1 | 0.7 | 8.8 | -2.1 | -1.8
COc1cc(Nc2cc(N3CCN(C)CC3)c3noc4c3c2C(=O)c2ccccc2-4)cc(OC)c1OC | 0.3 | 2.1 | -1.3 | -0.9
Cc1[nH]n(-c2ccccc2)c(=O)c1/C=N/NC(=O)c1ccc(O)cc1O | 0.0 | 58.8* | 12.3 | 2.8

Two compounds from above, showing only GPR151 ag and MITF inh:
molecule,GPR151 ag,MITF inh
COC(=O)c1c(OCCN2CCCCC2)cc(=O)n2c1CCN(C(=O)C1CCCO1)CC2 (stereo not drawn),-1.1,-14.4
CC(=O)c1sc(NC(=O)c2cccc(Br)c2)nc1C,-2.0,25.1

The listing continues.
SMILES | FBW7 activator | MITF inh | TEAD-YAP block | GPR151 ag
C=CCN(CC=C)S(=O)(=O)c1ccc(C(=O)Nc2nnc(-c3ccc(OC)cc3)o2)cc1 | 0.0 | 18.5 | -7.9 | -0.5
Cc1cccc(NC(=O)COc2ccc(Cl)c(C)c2)n1 | 0.2 | 8.7 | -5.2 | 0.4
NC(=O)[C@@H]1CCCN1C(=O)CC1(c2cccc(F)c2)CC(=O)N(C2CCCC2)C1=O (stereo partly drawn) | 0.0 | 6.5 | 7.7 | -1.3
Cc1ccc(CN2CCNC(=O)C2CC(=O)NCc2ccc3c(c2)CCN3C)o1 (stereo not drawn) | -0.2 | 12.2 | 1.4 | -0.3

Of the compounds above, these contain an NH in an aromatic ring.
SMILES | FBW7 activator | MITF inh | TEAD-YAP block | GPR151 ag
N#CC1=C(N)Oc2n[nH]c(-c3cccc([N+](=O)[O-])c3)c2C1c1ccccc1F (stereo not drawn) | 0.1 | 11.2 | 13.3 | 1.1
O=C(Nc1ccc2[nH]ncc2c1)C1CCN(C(=O)c2cc3cc(Br)ccc3[nH]2)CC1 | -0.4 | -1.8 | 1.5 | 2.8
Cc1ccc(-c2n[nH]c(=O)c3ccccc23)cc1S(=O)(=O)N1CCN(C)CC1 | 0.0 | 6.1 | 7.0 | -0.7
CCC(C)(C(=O)NC1CCCC1)N(CC1CCCO1)C(=O)c1ccc(=O)[nH]c1 (stereo not drawn) | -0.2 | 3.8 | 1.4 | -0.6
O=C(C1CCN(Cc2nc3ccccc3[nH]2)CC1)N1CCN(c2ccccn2)CC1 | -0.3 | 51.4* | 3.0 | -1.1
O=C(CCN1CCOCC1)Nn1c(=S)[nH]c2ccccc2c1=O | 0.2 | -16.6 | -8.3 | -1.3
COCCN1C(=O)c2[nH]nc(-c3ccccc3O)c2C1c1ccc(OC)cc1 (stereo not drawn) | -0.2 | 1.9 | 0.2 | -0.3
O=C(c1c[nH]c2ccc(S(=O)(=O)N3CCc4ccccc4C3)cc2c1=O)N1CCCCCC1 | 0.0 | 11.2 | 9.2 | -0.3
Brc1ccc2[nH]cc(CC[n+]3c(-c4ccccc4)cc(-c4ccccc4)cc3-c3ccccc3)c2c1 | -0.1 | 7.7 | 25.8 | 1.3
Cc1[nH]n(-c2ccccc2)c(=O)c1/C=N/NC(=O)c1ccc(O)cc1O | 0.0 | 58.8* | 12.3 | 2.8
